# APJ ag = agonists of human apelin receptor APJ, primary screen, CHO-K1 cells, PathHunter beta-arrestin, luminescence. 0% DMSO wells, 100% apelin. actives 0.11% (n = 330,000). activation, % at 20 µM;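 active means activation more than six SD over the plate average, tested at 20 µM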;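 further: 0% = DMSO alone and 100% = apelin-13 at 10 nM; some results filed as inactive read as strong as hits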
#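 Assay system: CHO-K1 APJ beta-arrestin complementation cell line / Compound: single test compound dose, 20 µM final, 1% DMSO / Times: overnight seeding, 90 min compound at 25 °C, 1 h detection / Technique: beta-gal luminescence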
# 697 NFkB inh = inhibitors of PMA/ionomycin-induced NF-kB reporter, 697 cells, primary screen, B-cell NF-kB inhibitor project, cell-based, luminescence, uHTS; 697 B-cell NF-kB luciferase reporter, 16 h; inhibition, % at 4 µM; actives 0.33% (n = 330,000); in the data active means inhibition above about 35%
# Jurkat NFkB inh = inhibitors of induced NF-kB luciferase reporter, primary screen, TCR NF-kB activation inhibitor project, cell-based, luminescence, uHTS | Jurkat, PMA/ionomycin-induced NF-kB luciferase reporter | inhibition, % at 4 µM | actives 0.53% (n = 330,000); in the data active means inhibition above about 50%
# UPR XBP1 act = activators of adaptive XBP1 UPR arm, primary screen, cell-based, CHO-XBP1 luciferase reporter, luminescence, uHTS; IRE1-XBP1 UPR activation; percent of tunicamycin response, DMSO as zero; activation, % at 20 µM; actives 0.33% (n = 330,000); AID 463104, 2010;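 active means versus positive control, 20 µM dose yields 30% or more activation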;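 further: 100% = tunicamycin at 10 µg/mL and 0% = DMSO only wells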
#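 Material: IRE1-XBP1 luciferase reporter CHO line / Quantity: one thousand reporter cells per well / Buffer or medium: F12 with 10% serum / Compound: 20 µM single concentration, DMSO 1% / Times: 6 h treatment, 37 °C / Detection: Steady-Glo luciferase glow luminescence, 10 min after reagent addition / Benchmarks: tunicamycin high, DMSO low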
# APJ antagonist = antagonists of human apelin receptor APJ, primary screen, CHO-K1 cells, beta-arrestin complementation, luminescence; inhibition, % at 20 µM; P35414; AID 2521, 2010; actives 0.32% (n = 330,000);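 active means inhibition above about 40% at 20 µM, limit read from the data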;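 further: cells challenged with 10 nM apelin-13 agonist together with compound; plate controls were apelin-13 plus DMSO wells for no effect and DMSO wells lacking apelin-13 for full effect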
# CHOP UPR activ = activators of apoptotic CHOP UPR arm, primary screen, cell-based, CHO-CHOP luciferase reporter, luminescence, uHTS. UPR activation; percent of tunicamycin response over DMSO baseline. activation, % at 10 µM. actives 0.34% (n = 330,000). AID 449763, 2010;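 active means at 10 µM dose, activation of 40% or more, normalized to positive control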;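 further: 100% = tunicamycin at 10 µg/mL and 0% = DMSO alone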
#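 Dosing – one dose, 10 µM in 0.5% DMSO · System – CHO-CHOP cells, stable luciferase reporter of PERK-eIF2a-CHOP signalling · Input – 500 cells/well · Control set – tunicamycin 10 µg/mL final as positive, DMSO-only wells as negative · Timing – 6 h compound treatment, 37 °C · Measure – % activation vs tunicamycin · Technique – luminescence read with Steady-Glo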
# tim23-1 inh = growth inhibitors of tim23-1 mutant yeast, primary screen, luminescence, uHTS. actives 1.3% (n = 330,000). S. cerevisiae tim23-1 growth, BacTiter-Glo luminescence, 24 h. inhibition, % at 20 µM;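 active means growth inhibition of the mutant yeast at or above 50%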;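 further: temperature-sensitive mutant grown at 25 °C; plate controls were DMSO-treated mutant yeast for no effect and medium wells lacking yeast for full effect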
# Mdm2 MdmX PPI = inhibitors of human Mdm2-MdmX association, primary screen, cell-based, luminescence, split luciferase, SaOS-2, uHTS; inhibition, % at 8 µM; SaOS-2 split-luciferase Mdm2/MdmX complementation; actives 3% (n = 330,000); AID 485346, 2010; Protein Mdm4 (Homo sapiens) + E3 ubiquitin-protein ligase Mdm2 (Homo sapiens), …;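 active means inhibition of at least 50% at 8 µM in the primary screen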
# Target sequence (O15151 whole entry, looked up): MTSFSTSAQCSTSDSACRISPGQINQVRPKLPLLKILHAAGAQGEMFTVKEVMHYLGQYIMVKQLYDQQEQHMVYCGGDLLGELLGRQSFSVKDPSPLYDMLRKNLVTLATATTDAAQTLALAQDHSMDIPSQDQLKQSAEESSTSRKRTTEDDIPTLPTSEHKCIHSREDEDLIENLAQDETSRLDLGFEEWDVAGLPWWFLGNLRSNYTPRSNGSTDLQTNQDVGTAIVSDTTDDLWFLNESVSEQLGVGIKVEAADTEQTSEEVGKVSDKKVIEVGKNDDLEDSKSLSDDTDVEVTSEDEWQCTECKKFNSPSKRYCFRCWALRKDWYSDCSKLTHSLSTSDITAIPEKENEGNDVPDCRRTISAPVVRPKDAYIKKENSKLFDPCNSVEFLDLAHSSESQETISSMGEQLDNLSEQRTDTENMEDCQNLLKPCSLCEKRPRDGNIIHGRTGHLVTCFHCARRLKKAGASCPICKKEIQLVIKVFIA
# Target sequence (Q00987 whole entry, looked up): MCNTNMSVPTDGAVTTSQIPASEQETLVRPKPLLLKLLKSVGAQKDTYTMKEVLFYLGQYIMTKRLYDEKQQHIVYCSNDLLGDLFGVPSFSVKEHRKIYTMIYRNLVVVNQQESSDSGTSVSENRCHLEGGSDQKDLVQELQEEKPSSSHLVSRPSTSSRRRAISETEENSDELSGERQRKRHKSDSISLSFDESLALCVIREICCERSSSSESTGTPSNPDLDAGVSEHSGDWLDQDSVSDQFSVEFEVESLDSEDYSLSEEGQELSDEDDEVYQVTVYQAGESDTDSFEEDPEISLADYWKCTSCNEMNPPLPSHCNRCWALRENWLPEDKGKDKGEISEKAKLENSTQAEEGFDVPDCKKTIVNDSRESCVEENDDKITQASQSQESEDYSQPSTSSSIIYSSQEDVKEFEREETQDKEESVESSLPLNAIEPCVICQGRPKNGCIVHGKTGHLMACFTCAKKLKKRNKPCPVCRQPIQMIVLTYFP
# * = called active by the depositor; / = no result given.
SMILES,APJ ag,697 NFkB inh,Jurkat NFkB inh,UPR XBP1 act,APJ antagonist,CHOP UPR activ,tim23-1 inh,Mdm2 MdmX PPI
O=C(CNC(=S)NC(=O)c1ccc(F)cc1)c1ccccc1,-1,-5,-7,1,11,2.2,1,-6
O=S1(=O)N=C(N/N=C/C=C/c2ccccc2)c2ccccc21,0,-2,3,0,36,2.7,21,-1
COc1ccc(NC(=O)Cn2nnc(C(=O)Nc3ccccc3C)c2N)cc1,-2,15,6,0,5,-0.1,-1,15
Cc1c(C)c2cc(Cl)c(OCC(=O)NCCCn3ccnc3)cc2oc1=O,-2,22,4,-2,1,0.1,6,2
COc1cccc(OCCSc2nnc3sc4ccccc4n23)c1,-4,0,1,-1,25,2.2,13,15
COc1ccc(N(Cc2cc3cccc(C)c3[nH]c2=O)S(=O)(=O)c2ccc(OC)cc2)cc1,8,4,21,-3,-2,0.8,-2,42
CC(C)(O)C(=O)N/N=C\c1ccc(OC/C=C/c2ccccc2)cc1,4,14,-44,-2,-11,1.0,1,-34
Cc1cc(C)cc(NC(=S)NC2CC3CCCC(C2)N3C2CC2)c1 (configuration not stated),-1,-3,-13,-2,-5,0.6,-8,9
COc1ccc([C@H]2CC(=O)C=C(c3cc(F)ccc3F)C2)cc1OC,-5,2,-3,0,-2,0.3,31,-11
COC(=O)COc1ccc(C(=O)Cn2c(NCCCO)nc3ccccc32)cc1,0,-25,-11,-1,-12,0.2,12,-11
COc1ccc(S(=O)(=O)N2CCOCC2)cc1NC(=O)c1ccc(Cl)cc1,-3,-12,-8,0,-54,0.0,2,-2
C[C@]12C=CC(=O)C=C1CCC1C2CC[C@@]2(C)C1CCC21OCCO1 (some centres not stated),-5,-4,11,-3,5,4.4,41,21
O=C(NCc1ccccc1)C1CCCN1S(=O)(=O)c1ccc(F)cc1 (configuration not stated),-3,14,8,-3,-6,0.3,2,12
O=S(=O)(/C=C/c1ccccc1)NCCc1ccccn1,-3,6,-5,-2,7,-0.7,2,19
Cc1cccc(CC2CC(=O)N(c3ncccn3)C2=O)c1 (configuration not stated),-5,-16,-13,-2,-8,-2.0,5,-11
COc1ccccc1N(CC(O)Cn1ccnc1C)S(=O)(=O)c1ccc(C)cc1 (configuration not stated),-3,-6,-10,-2,13,-2.4,44,5
COCCNC(=S)N1CCN(c2cccc(C)c2C)CC1,-3,-5,3,1,-12,-0.5,4,15
Cc1ccc(S(=O)(=O)NCCn2nc(C)cc2C)cc1,-5,1,-8,0,0,2.0,-4,10
O=S1(=O)N[C@@H](CC2CCCCC2)COc2cc(Br)ccc21,/,15,/,5,/,1.7,39,25
COc1ccc(O)c(/C=N/Nc2nc(C)cc(-c3ccccc3)n2)c1,-3,3,6,-2,19,6.3,45,29
COc1ccccc1NC(=O)c1c(Br)cnn1C,-1,-17,7,-1,0,-0.3,6,-30
COc1ccc(/C=C(\C#N)C(=O)OCC(=O)N2CC(C)OC(C)C2)cc1 (configuration not stated),-3,22,2,-3,12,0.0,-6,10
CSc1ccccc1C(=O)NCCSc1ccc(C)cc1,4,-14,2,-3,-9,0.2,32,-11
COc1cccc(N2C(=O)C(c3ccccc3)=C(c3nc4ccccc4s3)C2NC(C)=O)c1 (configuration not stated),0,3,6,0,-28,1.8,19,-13
CC(=O)c1ccc2noc(-c3ccc(Cl)cc3)c2c1,3,-5,-5,-5,-59,0.7,9,23
CCN(C(=O)CN1CCC(C)CC1)c1c(N)n(Cc2ccccc2)c(=O)[nH]c1=O,-2,10,-4,1,8,-0.1,14,31
CCCCn1c(N)c(N(CCOC)C(=O)CSc2n[nH]c(-c3ccc(OC)cc3)n2)c(=O)[nH]c1=O,0,4,2,-1,-1,-0.5,13,10
CCOC(=O)c1[nH]c(C)c(C(=O)NC(C)(C)C)c1C,-2,11,13,-5,-1,-0.5,-1,4
COC(=O)c1ccc(-c2ccco2)n1Cc1cccc(C)c1,-8,8,-6,-1,-1,0.5,-2,13
O=S(=O)(NCc1cccnc1)c1cccs1,-1,21,-1,-2,8,1.4,8,-9
CCOC(=O)N1CCN(C(=O)COc2ccccc2OC)CC1,3,5,3,-4,25,2.8,-6,0
CN(C)/C=C(/C#N)C(=O)c1cccc(Oc2ccc(C(C)(C)C)cc2)c1,-3,-14,7,-1,9,0.6,2,4
CCCOc1ccc2c(C)c(CC(=O)OC)c(=O)oc2c1,-7,-19,-19,5,17,4.3,16,-2
N#Cc1c(/N=C/c2ccccc2)oc(-c2ccccc2)c1-c1ccccc1,1,-11,-4,-4,-16,-1.3,26,13
Cc1cccc(NC(=O)NC2CCCCCCC2)c1,3,-71,-59,1,-1,5.3,38,-29
COCCCNc1c2c3c(cccc3[nH]c1=O)C(=O)c1ccccc1-2,0,0,-26,2,-132,3.6,16,57*
CN(C)S(=O)(=O)c1ccc(N2CCCC2)c(C(=O)NNC(=O)c2ccc(F)cc2)c1,-3,-1,-7,-2,-4,-0.2,-10,-3
Cc1cccc(N/N=C2/COC(C)(C)CC2=O)c1,-3,-69,-90,-2,10,3.5,-2,-6
N#CC1C(=O)NC(N2CCN(c3ccccc3)CC2)=NC12CCCCC2 (configuration not stated),0,-9,-3,-1,-7,1.3,7,-7
Cc1onc(-c2ccccc2)c1C(=O)NC1CCC(C)CC1 (configuration not stated),-5,8,-6,-3,-10,-0.8,26,16
Nc1ccc(-c2cc3ccccc3c(=O)o2)cc1,0,26,-46,-4,0,-5.8,25,-31
CCN(CC)c1ccc(/C=N/NC(=O)C(O)c2ccccc2)cc1 (configuration not stated),-5,20,9,-2,6,0.6,7,-5
CCN(CC)CC(=O)c1c[nH]c2ccc(C)cc12,0,10,1,-4,-6,2.6,5,24
COCCN(CCOC)Cc1c(O)ccc2c3c(c(=O)oc12)CCC3,11,0,5,-3,5,1.2,10,-22
CCN1Cc2c(/C=C/c3ccccc3)nc3ccc(OC)cc3c2N(c2cccc(Cl)c2)C1,0,-4,-11,3,1,8.2,30,21
CCN1C(=O)c2ccccc2Sc2ccc(C(=O)NCCCN(CC(C)C)CC(C)C)cc21,-6,-24,-24,-3,-5,2.5,27,-1
CCCn1c(SCC(=O)N2CCCCC2)nnc1-c1ccccn1,-2,-12,-4,1,6,1.2,-5,-7
CN(C)c1ccc(C(C(=O)NCC2CCCO2)N(Cc2ccccc2)C(=O)c2snc(C(N)=O)c2N)cc1 (configuration not stated),2,19,1,-5,5,4.3,7,26

# Mdm2 MdmX PPI, what is marked active above
compound | 697 NFkB inh | Jurkat NFkB inh | UPR XBP1 act | APJ antagonist | Mdm2 MdmX PPI
COCCCNc1c2c3c(cccc3[nH]c1=O)C(=O)c1ccccc1-2 | 0 | -26 | 2 | -132 | 57*

# Continued.
SMILES,APJ ag,697 NFkB inh,Jurkat NFkB inh,UPR XBP1 act,APJ antagonist,CHOP UPR activ,tim23-1 inh,Mdm2 MdmX PPI
NC(=O)c1ccccc1NC(=S)NC(=O)c1ccc(Br)o1,-1,-17,-10,1,34,6.2,18,8
CCOc1cc(/C=C2/N=C(C)C(C(=O)OC)=C2O)ccc1O,-2,-16,20,6,0,11,-5,9
COc1cc(CNC2CCCCC2OC)cc(OC)c1 (configuration not stated),-2,6,2,0,0,-0.6,2,15
O=C(Cc1nc2ccccc2[nH]1)c1cccc([N+](=O)[O-])c1,5,-17,2,-3,4,-3.7,21,87*
Cc1cc(C)c(NC(=O)Cn2cnc3c(oc4ccccc43)c2=O)c(C)c1,0,-9,-54,-1,-1,-1.4,17,-18
Cc1ccc(C)c2c1c1ccccc1n2C,-4,3,12,-3,12,-1.6,-4,-4
O=C(CN1CCN(CCC(=O)Nc2ccccc2F)CC1)Nc1ccc(Cl)cc1,1,-21,5,-1,9,-0.9,19,0
Cc1ccc2nc(-c3ccc(NC(=O)Cc4cccs4)cc3)[nH]c2c1,-2,-115,-170,4,-18,3.6,-18,-28
CCCNS(=O)(=O)c1ccc(CCC(=O)NCC2CCCO2)cc1 (configuration not stated),-7,11,-15,1,-14,-0.9,5,20
CN(CCC#N)C(=O)c1cc2c(Cl)nc3ccccc3c2s1,-2,6,-28,1,-5,-0.6,12,4
CCc1ccc(C(=O)N/N=C/c2ccc(Cl)cc2Cl)nc1,0,-67,-19,3,-2,2.1,13,-42
CC(=O)NC(Cc1ccccc1F)C(=O)NC1CCN(C(=O)NCc2ccccc2)CC1 (configuration not stated),0,2,-6,-4,-6,2.0,4,15
COC(=O)c1ccccc1COn1c(=O)c[n+]([O-])c2ccccc21,-9,-2,-11,2,-1,-0.2,15,12
CC(C)CC(NC(=O)C(NC(=O)OC(C)(C)C)C(C)C)C(=O)NC(CCC(=O)OCc1ccccc1)C(N)=O (configuration not stated),6,-17,-4,0,-11,-0.3,15,17
CCC(C)[C@H]1COCCS(=O)(=O)N1Cc1ccc(Cl)cc1Cl (some centres not stated),-4,17,7,-1,-18,-1.8,25,4
CCCCCn1c(NC2CCCCC2)nc2c1c(=O)[nH]c(=O)n2C,-4,10,2,2,16,-1.8,20,32
COc1cc2c(cc1OC)C(c1ccccc1)N(C(=O)c1ccco1)CC2 (configuration not stated),-3,-4,18,-1,2,0.8,24,-18
O=C(c1cn(Cc2ccccc2)nc1-c1ccc(Cl)cc1)N1CCN(c2ccccn2)CC1,-2,15,9,-1,19,-0.7,32,20
NC(=S)N/N=C/c1cn(-c2ccccc2)nc1-c1cccnc1,0,-15,-16,0,5,2.3,-2,1
COc1ccc(Cc2nc(-c3ccc(Br)o3)no2)cc1OC,-4,-12,-15,-2,7,3.5,17,17
Cc1cc(SCC(=O)N/N=C/c2ccc(O)c(O)c2O)c(C)cc1Br,5,-28,12,-3,-30,3.2,50,48
CN(C)S(=O)(=O)c1cccc(NC(=O)COC(=O)/C=C/c2ccco2)c1,-2,-14,5,-1,3,-0.7,7,8
CCCn1c(SCC(=O)Nc2cccc(NC(C)=O)c2)nnc1C(C)C,-1,2,4,-1,4,-1.0,3,29
CC1=NN(c2ccc(N)cc2)C(=O)C1,0,-8,2,0,21,-0.8,-12,24

# Arranged by value in Mdm2 MdmX PPI (highest first): some entries from above
SMILES | 697 NFkB inh | Jurkat NFkB inh | UPR XBP1 act | APJ antagonist | Mdm2 MdmX PPI
COc1ccc(Cc2nc(-c3ccc(Br)o3)no2)cc1OC | -12 | -15 | -2 | 7 | 17
COC(=O)c1ccccc1COn1c(=O)c[n+]([O-])c2ccccc21 | -2 | -11 | 2 | -1 | 12
CCC(C)[C@H]1COCCS(=O)(=O)N1Cc1ccc(Cl)cc1Cl (some centres not stated) | 17 | 7 | -1 | -18 | 4

# A portion taken from the entries so far, for reference:
SMILES,APJ ag,697 NFkB inh,Jurkat NFkB inh,UPR XBP1 act,APJ antagonist,CHOP UPR activ,tim23-1 inh,Mdm2 MdmX PPI
Cc1cc(C)c(NC(=O)Cn2cnc3c(oc4ccccc43)c2=O)c(C)c1,0,-9,-54,-1,-1,-1.4,17,-18
Cc1ccc(C)c2c1c1ccccc1n2C,-4,3,12,-3,12,-1.6,-4,-4
O=C(CN1CCN(CCC(=O)Nc2ccccc2F)CC1)Nc1ccc(Cl)cc1,1,-21,5,-1,9,-0.9,19,0

# Screening results as filed in PubChem BioAssay.
